NCI-60 one-dose screen, 48 h, at 10 µM unless noted. Numbers give growth in % (100 = growth as untreated, 0 = no growth, -100 = all killed).
HL-60(TB): HL-60(TB) leukemia cells. 78,000 tested, 9% active. AID 1794776; active = growth percent below 10
Starred values were filed as active, the others as inactive; & = joins results of further samples; [ ] = dose if it differs, or a comment. This is a subset; count on the stated rates, not on these rows.

| smiles | HL-60(TB) |
| --- | --- |
| CCOC(=O)C1=C(C(=O)OCC)N(c2ccccc2Br)C(N)=C(C#N)C1c1cc(=O)[nH]c2ccccc12 (stereo unspecified) | 88 |
| CCN1CCN(c2cc(C(=O)Nc3cccc(Nc4ccc5c(OC)cccc5n4)c3)cc(C(F)(F)F)c2)CC1 | 63 |
| CCC(=O)N1C/C(=C/c2ccc(Br)cc2)C(=O)/C(=C/c2ccc(Br)cc2)C1 | -26* |
| O=C1C(c2c[nH]c3ccccc23)=C(c2coc3ccc(F)cc23)C(=O)N1O | 108 |
| COc1cccc(-c2cc(-c3ccc(NC(=O)c4ccccc4)cc3)[nH]c(=O)c2C#N)c1 | 115 |
| O=C(CCCCCCCn1cc(-c2cccnc2)nn1)Nc1ccccc1-c1ccccc1 | 46 |
| COc1cc(C2=NN(C=O)C(c3cccc(Nc4ccnc5cc(C(F)(F)F)ccc45)c3)C2)cc(OC)c1OC (stereo unspecified) | 8.0* |
| COc1cc(-c2cc(-n3nnnc3-c3ccccc3)no2)cc(OC)c1OC | 112 |
| Nc1c(O)cc(S(=O)(=O)O)c2ccccc12 | 103&122 |
| O=C(Cc1ccc(/C=C/C(=O)c2nccs2)cc1)Nc1ccc(F)cc1 | 97 |
| COc1ccc(OC)c(-c2cc(-c3ccc(Cl)cc3)c(C#N)c(SCC(=O)c3ccc(Cl)cc3)n2)c1 | 101 |
| c1ccc(-c2nc3sc(-c4ccccc4)cn3n2)cc1 | 79 |
| NCCCBr | 65 |
| COc1cc(-c2nc(SCC(C)C)nc(Nc3ccc(S(N)(=O)=O)cc3)c2C#N)cc(OC)c1OC | 89 |
| COc1ccc(/C=C/c2nc(Nc3ccc(C(=O)/C=C/c4ccc(Cl)cc4)cc3)c3ccccc3n2)cc1 | 99 |
| CC(C)c1c(CN(C)C(C)Cc2ccccc2)n(C)n(-c2ccccc2)c1=O (stereo unspecified) | 38 |
| COc1cccc(OCC(O)CN2CCN(c3ccc(Cl)cc3)CC2)c1 (stereo unspecified) | 84 |
| O=C1/C(=C/C2=Cc3ccccc3OC2)SC(=S)N1c1ccc2c(c1)OCO2 | 96 |
| CCOC(=O)c1csc(NC(=S)Nc2ccc(Oc3ccccc3)cc2)n1 | 56 |
| OCC(c1ccccc1)c1ccccc1 | 81 |
| COc1cc(-c2nc3ccccc3[nH]2)ccc1OCC(=O)NNC(=O)NCc1ccccc1 | 106 |
| CCOc1cc(N)ccc1C(=O)NCCCN(CC)CC | 70 |
| COc1nc(Cl)nc(OC)n1 | 83 |
| COCCOc1cc2ncnc(N3CCN(c4cc(S(C)(=O)=O)c(C)cc4Cl)CC3)c2cc1OCCOC | 97 |
| c1ccc(N=NNc2ccccc2)cc1 | 106 |
| CCN(CC)CC(=O)Sc1nc(-c2ccco2)cc(-c2ccc(Cl)cc2Cl)n1 | 117 |
| CC1CCCN1CCC(C(N)=O)(c1ccccc1)c1ccccc1 (stereo unspecified) | 107 |
| CCc1nc(N)c(C)c(CC)n1 | 106 |
| O=C1C2CC3C(CC2C(=O)[N]1[Sn]([c]1ccccc1)([c]1ccccc1)[c]1ccccc1)C1(Cl)C(Cl)=C(Cl)C3(Cl)C1(Cl)Cl (stereo unspecified) | -58* |
| N/C(=N\c1nc2ccccc2s1)NC(=O)Nc1cccc2ccccc12 | -27* |
| O=C(O)c1ccc(-c2nn(-c3ccc(C(F)(F)F)cc3)cc2CNc2ccc(C(=O)O)c(C(F)(F)F)c2)cc1 | 103 |
| O=C1OC(c2nc3ccccc3s2)=C/C1=C\c1ccccc1 | 106 |
| CCCCS(=O)(=O)NC(=O)Nc1ccc(Cl)cc1 | 74 |
| CC1=NN(c2ccccc2)C(=O)C1C(=O)c1ccccc1 (stereo unspecified) | 68 |
| Oc1ccc2c3c1O[C@H]1[C@@H](O)C=CC4(O)C(C2)N(CC2CC2)CCC314 (stereo partly specified) | 98 |
| CCOC(=O)c1c(C)n2c(=O)cc(C)c3c(OC(C)=O)c(OC(C)=O)cc1c32 | 0.9* |
| COc1ccc(C(=O)C2C(c3ccc(Br)cc3)C3CCCN3C23C(=O)c2ccccc2C3=O)cc1 (stereo unspecified) | 99 |
| Nc1cccc([N+](=O)[O-])c1C(=O)O | 103 |
| COc1ccc(C/C(C)=C(\c2ccc(OCCCN(C)C)cc2)c2ccc(OC(=O)C3CCCCC3)cc2)cc1 | 87 |
| COc1cc2c(c(OC)c1OC)=NC(=O)/C(=C\c1sc(Nc3ccc(S(N)(=O)=O)cc3)nc1O)C=2 | 104 |
| Cc1cc2nc(C(Cl)Cl)nc(-c3cccnc3)n2n1 | 99 |
| CCN(CC)CCCN1CC2CCCCC2C1 (stereo unspecified) | 97 |
| Cc1cc2c(O)c(-c3cc(Cl)ccc3Cl)c3sc(=O)oc3c2cc1C | 64 |
| NCC(=O)OCc1ccccc1 | 89 |
| O=[N+]([O-])c1ccc(Cl)c(C(F)(F)F)c1 | 113 |
| Nc1cc(Br)cc([N+](=O)[O-])c1O | 102 |
| NC(=O)Nc1ccc(C(=O)O)cc1 | 69 |
| O=P(CSCCO)(c1ccccc1)c1ccccc1 | 99 |
| O=C(Cn1cc(CN2CCCC2)nn1)Nc1ccc2c(ccn2Cc2ccccc2)c1 | 105 |
| CC(=O)c1ccc2ccccc2c1 | 110 |

A different layout for part of the listing above:
O=[N+]([O-])c1ccc(Cl)c(C(F)(F)F)c1
  HL-60(TB): 113

COc1ccc(C/C(C)=C(\c2ccc(OCCCN(C)C)cc2)c2ccc(OC(=O)C3CCCCC3)cc2)cc1
  HL-60(TB): 87

O=C(Cn1cc(CN2CCCC2)nn1)Nc1ccc2c(ccn2Cc2ccccc2)c1
  HL-60(TB): 105

As a working copy, some entries already given:
| smiles | HL-60(TB) |
| --- | --- |
| O=C(Cn1cc(CN2CCCC2)nn1)Nc1ccc2c(ccn2Cc2ccccc2)c1 | 105 |
| CC(=O)c1ccc2ccccc2c1 | 110 |

The list continues:
| smiles | HL-60(TB) |
| --- | --- |
| COc1ccc(C(=O)CSc2n[nH]c(-c3ccncc3)n2)cc1 | 112 |
| O=C(O)c1cc2cc(OCc3ccccc3)ccc2[nH]1 | 112 |
| CCOC(=O)c1sc(NC(=O)c2ccc(OC)cc2)nc1C | 99 |
| O=C(OCCc1ccccc1)c1ccccc1O | 102 |
| CCCCCCCCOc1ccc(/C=N/Nc2cc(C)nc3ccc(Br)cc23)cc1 | 60 |
| CC[C@H](C)[C@H](NC(=O)c1nccn1C)C(=O)N(C)[C@H](C[C@@H](OC(C)=O)c1nc(C(=O)N[C@@H](Cc2ccccc2)C[C@H](C)C(=O)OC)cs1)C(C)C | -44* |
| O=[N+]([O-])c1ccc2nc3c4ccccc4c4ccccc4c3nc2c1 | 77 |
| CCN(CC)C(=O)Cn1ccc(NC(C)=O)nc1=O | 95 |
| C/C(=N\NC(=O)CSc1nc2ccccc2c(=O)n1CCc1ccc(S(N)(=O)=O)cc1)c1cccnc1 | 90 |
| C=CCN1C(=O)/C(=C/c2ccccc2)SC1=Nc1ccc(Cl)c(Cl)c1 | 103 |
| O=C1/C(=C/c2cn(-c3ccccc3)nc2-c2cccc([N+](=O)[O-])c2)SC(=S)N1Cc1ccc2c(c1)OCO2 | 105 |
| COc1cc(C)ccc1Oc1nc(Nc2ccc(N3CCOCC3)cc2)ncc1N=Cc1cc(Cl)cc(Cl)c1 | 78 |
| COc1cc(-c2nn(-c3cccc(NC(=O)CCN4CCN(c5ccccc5)CC4)c3)cc2-c2ccncc2)ccc1Cl | 13 |
| O=C1NCC2CCCC1C2 (stereo unspecified) | 99 |
| CCOC(=O)c1cc(-c2ccc(Cl)cc2)n(-c2ccc(S(N)(=O)=O)cc2)n1 | 116 |
| CCNS(=O)(=O)c1ccc(C)cc1 | 72 |
| C=CCC(=O)N[C@@H](CO)Cc1ccc(-c2cc(Cl)cc(Cl)c2)cc1 | 97 |
| Cc1ccc(O)c(C(C)c2ccccc2)c1 (stereo unspecified) | 106 |
| c1ccc(N(CSc2nc3ccccc3s2)c2ccccc2)cc1 | 69 |
| CCOC(=O)C(CO)NC(=O)C1(NC(C)=O)CCCC1 (stereo unspecified) | 80 |
| CCCC(O)C(C)(C(=O)O)c1ccccc1 (stereo unspecified) | 103 |
| O=C1NC(=O)C(Cc2ccccc2)C(=O)N1 | 101 |
| N#Cc1ccc(OCc2cn(CC(=O)Nc3nc4ccccc4s3)nn2)cc1 | 99 |
| CC(C)(C)[Si](C)(C)OC1[C@@H](O[Si](C)(C)C(C)(C)C)[C@@H](CNC(=O)NC(=O)C(F)(F)F)O[C@H]1n1cnc2c(NC(=O)Nc3ccccc3)ncnc21 (stereo partly specified) | -53* |
| COc1cc(Br)c(C(Br)C#N)cc1OC (stereo unspecified) | 86 |

Next part; it opens with the 2 that closed the last part.
| smiles | HL-60(TB) |
| --- | --- |
| CC(C)(C)[Si](C)(C)OC1[C@@H](O[Si](C)(C)C(C)(C)C)[C@@H](CNC(=O)NC(=O)C(F)(F)F)O[C@H]1n1cnc2c(NC(=O)Nc3ccccc3)ncnc21 (stereo partly specified) | -53* |
| COc1cc(Br)c(C(Br)C#N)cc1OC (stereo unspecified) | 86 |
| CC(=O)N(NC(=O)c1ccccn1)C(C)=O | 107 |
| CCCCC(=O)Nc1nc2ccc(SCCC)cc2s1 | 20 |
| CNCc1cccc2c1OCCOCCOCCNS(=O)(=O)c1ccc(cc1)-c1cnc(N)c(n1)C(=O)N2 | -11* |
| Cc1ccc(-c2nc(/C=C/C(=O)c3ccc(F)cc3)co2)cc1 | 86 |
| COc1ccc(C2CC(=O)N(c3ccc(F)cc3)C3=C2C(=O)OC3)cc1 (stereo unspecified) | 96 |
| C=C(CN=[N+]=[N-])[C@@H]1CC[C@]2(C)[C@H](CC[C@@H]3[C@H]4[C@H]5OC(=O)[C@@]4(CCC5(C)C)CC[C@]32C)[C@@]1(C)CCC#N | 23[100 µM] |
| COc1ccc(/C=C/C(=O)c2ccc(NC(=O)CN3C(=O)NC(C)(c4ccccc4)C3=O)cc2)cc1 (stereo unspecified) | 67 |
| CCOC(=O)c1cccc([N+](=O)[O-])c1 | 97 |
| CCOC(=O)c1ccc(N=CNc2ccc(C(=O)OCC)cc2)cc1 | 59 |
| CN(C)P(=O)(N(C)C)N1CC1 | 105 |
| Cc1c(-c2nnc(SCc3ccccc3)o2)sc2nc3ccccc3n12 | 88 |
| O=c1c2sc3ncc(Cl)cc3c2ncn1-c1ccccc1 | 88 |
| O=C(C[n+]1ccc(-c2ccncc2)cc1)c1ccc(O)c(O)c1 | 99 |
| CC(=O)Nc1nonc1-c1nc2ccccc2n1Cc1ccccn1 | 110 |
| N#Cc1c(-c2ccccc2)cc(-c2ccccc2)n(CCCCC(=O)NO)c1=O | 11 |
| N#Cc1c(N2CCCCC2)nc(=S)[nH]c1-c1ccccc1 | 102 |
| ClC1(Cl)C(c2ccccc2)N1c1ccccc1 (stereo unspecified) | 97 |
| O=C1N(Cc2ccc3ccccc3c2)c2ccc(Cl)cc2C12NCCc1cc(O)ccc12 (stereo unspecified) | 104 |
| CS(=O)(=O)Nc1cc(-c2ccc3ncc(C#N)c(NCc4ccccc4O)c3c2)cnc1Cl | 12 |
| N=Cc1c(O)n(-c2ccccc2)c(=O)n(-c2ccccc2)c1=O | 76 |
| O=PO | 117 |
| BrCCCCc1ccccc1 | 96 |
| CC(=O)OC(C)c1ccccc1 (stereo unspecified) | 111 |
| COc1cc2c(cc1OC)N(CCO)C1=C(C(=O)OC1)C2c1ccc(Cl)c(Cl)c1 (stereo unspecified) | 93 |
| COc1cc2cc(/C=C/C(=O)c3ccc(Nc4nccc(-c5ccc(Cl)cc5)n4)cc3)c(=O)[nH]c2cc1OC | 86 |
| Nc1ccc(S(=O)O)cc1 | 80 |
| COc1ccc(C2NC(=O)C(C#N)c3c2sc2c(F)cccc32)c(OC)c1 (stereo unspecified) | 57 |
| COc1ccc(-c2cc(-c3cc(OC)c(OC)c(OC)c3)nc(N3CCOCC3)c2C#N)cc1 | 51 |
| COc1cc(C2CC(c3ccc(Oc4ccc(Br)cc4)cc3)=NN2c2nc(-c3ccc(F)cc3)c(C#N)c(N3CCOCC3)n2)cc(OC)c1OC (stereo unspecified) | 49 |
| CCn1c(O)c(N=Nc2ccc(S(N)(=O)=O)cc2)c2ccccc21 | 94 |
| N#Cc1c(-c2ccc(Cl)cc2)cc(-c2cc(O)ccc2O)nc1N | 68 |
| Cc1ccc(-c2c3c(nc4c2c(C)nn4-c2ccccc2)NC2(CCSCC2)NC3)cc1 | 70 |
| Cc1ccc(C2=Nc3c(N)ncnc3NC(c3cccc(Nc4ccnc5cc(C(F)(F)F)ccc45)c3)C2)cc1 (stereo unspecified) | 0.5* |
| N#C/C(=C\c1ccc(O)cc1)n1nnc2ccccc21 | 49 |
| CC(C)(C)CC(C)(C)Cc1ccc(OCCOCC[N+](C)(C)Cc2ccccc2)cc1 | -53* |
| Cc1ccccc1Cc1ccccc1 | 97 |
| COc1ccc(C2OCC(C)(C)C(C(C)C)O2)cc1 (stereo unspecified) | 103 |
| OC(CN1CCCC2CCCCC21)c1cc2ccccc2c2ccccc12 (stereo unspecified) | 85 |
| CCOC(=O)c1ccc(CCl)o1 | 96 |
| COC(=O)[C@H]1CCCN1C(=O)[C@@H]1CCCN1C(=O)CNC(=S)Nc1cc(C(F)(F)F)cc(C(F)(F)F)c1 | 102 |
| CN(C)C1=NC(=O)C(c2ccccc2)O1 (stereo unspecified) | 138 |
| O=C1CN2CCC1C/C2=C\c1ccnc2c(Cl)cccc12 (stereo unspecified) | 92 |
| CCCCCCn1cnc2c(=S)nc[nH]c21 | 85 |
| CCCCCCCCCCCCSC(SCCCCCCCCCCCC)SCCCCCCCCCCCC | 122 |
| CCOP(=O)(OCC)/C(C#N)=C/c1cccc([N+](=O)[O-])c1 | 96 |
| COc1ccc2c(c1OC)C(=O)O[C@@H]2[C@H]1c2c(c(C#CC#Cc3ccc(F)c(F)c3)c3c(c2OC)OCO3)CCN1C | 77 |
| COc1cc2c(cc1OC)C(c1ccc(N=Cc3ccc(N(C)C)cc3)cc1)N(C(=S)Nc1cc(Cl)ccc1Cl)CC2 (stereo unspecified) | 94 |
| NS(=O)(=O)c1ccc(NC(=O)CSc2ccc(-c3ccc(Cl)cc3)nn2)c(Br)c1 | 98 |
| COc1cc(-n2cc(C#N)c(N)c2C(=O)c2ccc(Cl)cc2)cc(OC)c1OC | 84 |
| CCOC(=O)CSc1nnc(-c2cc3c([nH]c4ccccc43)c(-c3cccc(O)c3)n2)n1-c1ccc(C)cc1 | 45 |
| O=S(=O)(CC(O)(c1ccccc1)c1ccccc1)CC(O)(c1ccccc1)c1ccccc1 | 108 |

Screening data deposited in PubChem by NCI.
